Compound activity (PubChem)
MT stabilize HCS = microtubule stabilizers in HeLa cells, primary screen, imaging, high-content imaging. HeLa tubulin immunostaining HCS, 24 h; share of cells brighter than vehicle mean+2SD. % tubulin-high responders, % at 10 µM. 0.83% of 200,000 active. AID 2205, 2009;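 active = plate Z-score above 3 for both tubulin-high and condensed-nucleus cell shares, with cell loss under 80%, at 10 µM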;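 note: anti alpha tubulin signal scored within the nucleus-defined area of each cell; some results filed as inactive read as strong as hits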
Insulin prom up = insulin promoter activators in MIN6 cells, imaging, high-content screening, mouse beta cells; MIN6 insulin promoter-GFP reporter; active compounds read high; z-score at 5 µM; 0.3% of 190,000 active;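 active = z-score above 3 at 5 µM with at least 500 cells counted in the well; inconclusive = wells under 500 cells, flagged as cytotoxic or low count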
Autophagy mod = autophagy modulators in MEF cells, primary screen, imaging, high-content, MEF GFP-LC3 | MEF GFP-LC3 puncta imaging; test concentration mostly 10 µM | 0.98% of 190,000 active | AID 463193, 2010 | calls only at 10 µM (by protocol);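 active = percentage of spot-positive cells more than 3 SD above its plate mean, without a fluorescence outlier flag or 80% toxicity; inconclusive = no clear call, values can overlap the other calls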;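 note: spot-positive cell cutoff set from DMSO-treated cells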
Dynein cargo inh = inhibitors of GR-EGFP nuclear translocation, primary screen, dynein cargo transport inhibitor project, imaging, high-content, 3617.4 mouse cells; test concentration mostly 20 µM; stimulated with dexamethasone, 1 µM; active compounds read low; z-score, hits read low; 0.47% of 220,000 active; AID 1381, 2008;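 active = plate z-score of nuclear minus cytoplasmic receptor signal below a set negative limit, without overly bright fluorescence or cell loss, cut at about -3.5 in these data, passing the limit was not always enough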;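 note: z-score of nuclear minus cytoplasmic ring GR-EGFP intensity difference per well; some compounds called inactive have numbers as strong as hits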
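Buffer or medium: tet-free medium with charcoal-stripped serum / Also added: dexamethasone agonist, 1.0 µM final, for 30 min / Timing: induction 48 h, compound 1 h, agonist 30 min / Measured by: high-content fluorescence imaging after fixation / Read-out: nuclear-to-cytoplasmic GR-EGFP distribution per well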
WT yeast gro inh = growth inhibition of WT strain, primary screen, mitochondrial fusion inhibitor project, WT and mutant strains, chemical genetic; AID 1362, 2008; 2.1% of 190,000 active; inhibition, % at 10 µM; mitochondrial fusion phenotypic screen; in the data active = inhibition above about 58%; tested in S. cerevisiae
AID2073 = inhibitors of Mint1-CaV2.2 protein interaction, biochemical, HTRF (AID 2073); inhibition, % at 20 µM, or IC50 in µM where a hit was titrated; 0.19% of 290,000 active; HTRF protein-protein interaction, Mint1-CaV2.2; higher % means a stronger effect; in the data active = inhibition mostly above about 51%, no sharp cut-off; inconclusive = no clear call, values can overlap the other calls; inactive = mostly below about 53%; note: some results filed as inactive read as strong as hits
Yfh1-depleted yeast = enhancers of respiration in Yfh1-depleted yeast, dose response, Friedreich's ataxia, plus single-dose screen (AID 1465). S. cerevisiae Yfh1-off respiration, WST-1 reduction, 72 h; higher fold induction means a stronger effect. fold induction at 50 µM; hits with a dose series show EC50 in µM. 0.074% of 220,000 active;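 active = fold induction of absorbance versus untreated yeast above a set limit, then at least 30% activation at any dose in follow-up; inconclusive = repeats straddling the limit, or above it without dose testing; inactive = fold induction below the set limit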;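 note: activators that raise dye reduction in frataxin-depleted yeast; strong numbers were not always called active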
b-catenin transl = modulators of beta-catenin nuclear translocation, primary screen, imaging, HeLa cells, immunofluorescence, high-content; 0.3% of 190,000 active; AID 1665, 2009; nuclear translocation activity, % at 5 µM;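 active = nuclear translocation activity above 50% at 5 µM, with a well cell count of 50 or more; inconclusive = wells under 50 cells across six images, flagged as toxic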;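 note: per-cell ratio of nuclear to cytoplasmic median beta-catenin stain intensity; plate controls were DMSO negative control for no effect and GSK-3 inhibitor IX positive control for full effect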
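Test system: HeLa cells, endogenous beta-catenin; Compound: single 5 µM dose plus 0.02–20 µM confirmation series; Times: compound exposure 24 h at 37°C; Signal: fluorescence imaging of beta-catenin antibody stain plus DAPI; Read-out: % activation, nuclear-to-cytoplasmic median beta-catenin signal ratio per cell.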
HIV fusion peptide = inhibitors of HIV fusion peptide binding, primary screen, biochemical, uHTS, fluorescence dequenching (AID 1986); cell-free peptide binding, fluorescence dequenching, 30 min; higher % means a stronger effect; one-dose inhibition, % at 20 µM; IC50 in µM for titrated hits; 0.3% of 290,000 active; in the data active = inhibition mostly above about 52%, no sharp cut-off; inactive = mostly below about 76%; note: some results filed as inactive read as strong as hits
WT yeast gro inh mutant strain = also measured in WT yeast gro inh; calls as there; inhibition, %; mitochondrial fusion phenotypic screen, mutant strain inhibition
Dynein cargo inh cytoplasmic EGFP = further read-out of Dynein cargo inh, marked with its call; z-score; measured here: cytoplasmic GR-EGFP intensity; active compounds read high
Dynein cargo inh nuclear GR-EGFP = second read-out of Dynein cargo inh, no call of its own (marks repeat the call); z-score; measured here: nuclear GR-EGFP intensity;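 lower value marks the stronger effect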
Dynein cargo inh cell count = second read-out of Dynein cargo inh, no call of its own (marks repeat the call); z-score; measured here: cell count per field
Insulin prom up cell count = further read-out of Insulin prom up, marked with its call; cell count; measured here: cytotoxicity, nuclei count;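 total cells summed across four imaged fields per well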
b-catenin transl cell count 5 µM = also measured in b-catenin transl; calls as there; cell count; measured here: cell count, cytotoxicity flag
MT stabilize HCS Hoechst-high % = second read-out of MT stabilize HCS, no call of its own (marks repeat the call); % Hoechst-high responders; measured here: nuclear condensation Hoechst responders;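 share of cells brighter than vehicle mean plus two SD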
MT stabilize HCS cytotoxicity % = also measured in MT stabilize HCS; calls as there; toxicity, %; measured here: cytotoxicity by cell density;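 0% = mean cell density of plate MIN control wells and 100% = no cells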
Autophagy mod cell loss 18 h = second read-out of Autophagy mod, no call of its own (marks repeat the call); toxicity, %; measured here: cell loss, nuclei count;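 cell loss after 18 h compound exposure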
* hit, by the source's call; i = inactive; ? = inconclusive; . = not tested or not shown; + = active, no number; & = joins results of further samples.

Compound	Autophagy mod cell loss 18 h	Insulin prom up cell count	Yfh1-depleted yeast	AID2073	Dynein cargo inh nuclear GR-EGFP	HIV fusion peptide	b-catenin transl cell count 5 µM	WT yeast gro inh	Insulin prom up	Dynein cargo inh	MT stabilize HCS	Dynein cargo inh cytoplasmic EGFP	WT yeast gro inh mutant strain	Autophagy mod	MT stabilize HCS Hoechst-high %	Dynein cargo inh cell count	MT stabilize HCS cytotoxicity %	b-catenin transl
COc1ccc(CCNc2oc(-c3ccccc3OC)nc2C#N)cc1	5	1753	i	-2%	-1.2	-0.3%	970	24	0.08	-3.4	1.7	0.38	22	i	2.6	0.36	16	0.6
Cc1cc(C)c2c(SC(C)C)nc(N)nc2n1	.	1123	i	16%	0.34	1.6%	1274	.	-0.66	-0.51	.	-0.2	.	.	.	-0.24	.	-0.2
CCc1c(O)nc2sc3ccccc3n2c1=O	21	1591	i	-12%	0.29	1.2%	1352	-38	-1	-0.26	2.8	-0.15	-16	i	0.9	0.66	3.7	0.5
CC(C)CC(NC(=O)C1CCCCC1)C(=O)N1CCN(c2ccccn2)CC1 (stereo not drawn)	-4	.	i	-4%	-0.054	2.1%	.	9	.	-0.47	3.0	-0.28	7	i	1.3	0.19	6.9	.
CNS(=O)(=O)c1cccc(C(=O)OCC(=O)NCc2ccccc2)c1	-14	934	i	-5%	-0.04	-0.9%	.	-8	-0.95	-0.24	2.4	-0.26	-1	i	1.0	0.72	4.8	.
CCc1nc2ccccc2n1Cc1cc(=O)n2cc(C)ccc2n1	-2	1252	i	7%	-0.55	6.2%	991	36	0.74	-1	1.4	-0.22	10	i	1.5	2	6.9	-2.6
CN(C)CCSc1nc(N)c2c3c(sc2n1)COC(C)(C)C3	-10	.	i	-4%	0.095	2.6%	473	-21	.	0.15	3.3	0.21	-1	i	2.4	1.1	4.7	8.7
O=C(c1cc([N+](=O)[O-])ccc1Cl)N1CCN(c2ccccc2)CC1	0	1440	i	-6%	-0.38	-1.0%	1059	31	-0.51	-0.6	3.3	-0.13	1	i	1.4	0.77	8.6	2.8
Cc1c(NC(=O)C2(C)CCCCC2)c(=O)n(-c2ccccc2)n1C	10	1097	i	0%	0.47	-2.3%	1123	-6	-0.19	0.13	2.5	-0.15	13	i	1.1	-0.79	3.2	-0.3
COc1cccc2cc(-c3csc(NC(=O)CCC(=O)NCCCN4CCC(C)CC4)n3)c(=O)oc12	.	969	i	9%	0.87	-0.3%	1341	.	-0.67	0.1	.	-0.16	.	.	.	-0.97	.	0.6
CCOC(=O)c1c(N)ssc1=S	-3	1024	i	-1%&-6%	-0.014&-0.12	-0.1%&-2.2%	1030&1275	16	-1.2	-0.73&-0.57	2.1	0.77&-0.66	15	i	3.6	0.64&-0.26	8.2	-3.2&-0.2
COC1CCN(Cc2cn(Cc3ccccc3)nc2-c2cc3ccccc3o2)CC1	25*	1422	i	5%	0.75	-0.2%	981	23	-0.19	0.75	2.9	-0.096	17	+	1.6	-1.5	5.9	-0.2
CCOc1ccc(Cn2c(=O)sc3ccccc32)cc1	.	1048	i	8%	-0.72	0.1%	1308	.	1	-0.93	.	-0.75	.	.	.	0.075	.	1.7
Cc1ccc(NC(=O)CNc2ccc(Cl)c(Cl)c2)cc1S(=O)(=O)N(C)C	3	1207	i	15%	-0.057	1.3%	896	40	0.16	0.36	2.5	0.047	3	i	2.6	-0.27	3.5	1.0
CCCCN(C)C(=O)C(Cc1ccccc1)NS(=O)(=O)c1ccc2c(c1)c(=O)n(C)c(=O)n2C (stereo not drawn)	7	987	i	-8%	-0.66	-2.2%	.	-6	-1	-1.2	6.4	-0.24	-5	i	3.5	0.63	1.7	.
CCOC(=O)c1[nH]c(CSc2nnc(-c3ccncc3)n2CCOC)c(C(=O)OCC)c1C	-6	1300	i	-17%	0.19	2.1%	.	1	-0.51	-0.19	4.0	-0.21	2	i	2.1	-0.43	3.6	.
c1ccc(Cc2nn3c(-c4ccncc4)nnc3s2)cc1	-6	1240	i	-12%	0.58	1.7%	1086	1	0.16	1.1	3.1	-0.22	10	i	1.7	0.25	3.4	0.6
Cc1csc(NC(=O)c2ccc(C)c([N+](=O)[O-])c2)n1	-10	1240	i	4%	-0.45	-1.5%	799	28	1.2	-0.63	2.2	-0.29	21	i	5.0	1.3	6.8	-1.0
O=C1CSC(c2ccccn2)N1c1ccc(F)cc1F (stereo not drawn)	-31	1312	i	-8%	-0.03	0.5%	1112	-5	-0.33	-0.16	3.2	-0.26	3	i	2.2	0.32	4.4	1.5
CCOC(=O)/C(C#N)=C\c1cc(C)n(-c2ccccc2)c1C	0	842	i	11%	-0.49	-1.6%	957	-9	0.78	-0.64	2.5	-0.25	-14	i	1.4	-0.0025	7.7	-0.8
O=C(O)c1cccc(S(=O)(=O)Nc2ccc3oc(=O)sc3c2)c1	16	1455	i	-40%	0.39	26%	1403	20	-0.02	0.6	3.6	-0.29	12	i	2.0	-0.39	2.2	-1.1
Cc1cccc(C(=O)O/N=C(\N)Cc2ccc([N+](=O)[O-])cc2)c1	-2	904	i	0%	0.24	-1.7%	1037	-4	0.05	-0.083	2.9	0.8	1	i	2.1	0.32	7.7	13
COc1ccc(/C=N/NC(=O)c2ccc3nc[nH]c3c2)cc1	.	1410	i	2%	0.52	-1.2%	1318	.	-0.48	0.69	.	-0.23	.	.	.	-0.87	.	0.5
COc1cc2nc(CN3CCN(S(=O)(=O)c4ccc(Cl)cc4)CC3)[nH]c(=O)c2cc1OC	-8	1351	i	4%	-0.68	1.6%	1049	10	-1.8	-1.6	1.8	-0.14	-2	i	2.1	0.37	0.4	-0.5
COC(=O)c1cc2occc2n1Cc1nc(-c2ccccc2Cl)oc1C	1	1156	.	0%	0.48	6.4%	574	5	-0.05	-0.56	2.8	-0.24	-10	i	2.5	0.25	9.7	0.9
C#CCCOC(=O)N1C2=NC(C(=O)OC)=C(C(=O)OC)[C@@H]3N(C)c4ccccc4[C@]23C[C@H]1C(=O)OC	.	823	i	-1%	-0.068	-2.7%	1171	.	-0.29	-0.67	.	-0.75	.	.	.	-0.23	.	-1.0
Cn1cnnc1SCC(=O)c1c[nH]c2ccccc12	-11	1218	i	-9%	0.43	0.0%	967	-7	0.04	0.12	3.5	-0.23	2	i	2.7	0.92	1.5	-4.0
O=C(CSc1ncccn1)N/N=C/c1ccc(OC2CSC2)cc1	-1	1438	i	0%	-0.56	0.5%	1026	-2	-0.29	-0.86	2.1	-0.14	-1	i	2.2	1.5	4.6	-2.7
COc1ccc(N2CCN(C(c3ccc4ncccc4c3)c3nnnn3C(C)(C)C)CC2)cc1 (stereo not drawn)	-7	1328	i	9%	0.69	-1.4%	1088	-2	0.7	2.1	3.3	-0.15	10	i	2.1	-1.3	3.1	2.4
CCOC(=O)CNC(=O)Cn1cnc2c(nnn2-c2ccc(F)cc2)c1=O	-1	1563	i	7%	-0.097	3.5%	1414	5	0.17	-0.54	1.7	-0.18	15	i	1.5	1.3	4.1	1.1
CCCCCCCOc1ccc(OC(=O)c2cccnc2)cc1	31	.	i	1%	-0.21	-2.5%	779	36	.	-0.98	2.4	-0.099	29	i	0.3	0.71	18	2.8
NC(=O)COC(=O)c1ccc(Oc2ccccc2)cc1	-6	1075	i	-3%	0.31	2.1%	1078	-21	0.22	0.38	3.0	-0.21	-38	i	2.4	-0.75	6.0	-2.9
Cc1cc(NC(=O)CCCC(=O)O)nc(C)n1	18	1350	i	3%	-0.15	-0.4%	968	0	-0.99	0.15	2.0	-0.23	-14	i	2.3	0.054	5.5	-5.2
O=C(c1ccccc1)N(Cc1cccs1)C1CCS(=O)(=O)C1 (stereo not drawn)	9	1225	i	?	1	32%	809	0	0.43	0.95	3.1	0.52	6	i	1.3	-0.86	8.6	-4.6
CC(C)C[C@H](NC(=O)c1nc[nH]c1C(=O)NCCCCCNC(=O)OC(C)(C)C)C(=O)OC(C)(C)C	6	1591	i	18%	0.62	-0.3%	1072	23	0.12	0.64	1.2	-0.23	4	i	0.8	-0.49	6.3	-0.3
CCOC(=O)NC(=O)/C(C#N)=C\Nc1sccc1C(=O)OC	22	1451	i	38%	-0.21	136%	1471	-3	0.22	-0.37	3.4	-0.25	-1	i	1.8	0.39	7.1	1.3
COc1ccccc1NC(=O)N1CCN(c2ccccn2)CC1	14	979	i	-6%	0.88	-1.1%	1162	20	1.6	0.95	1.0	-0.037	10	i	4.5	-0.43	9.0	1.1
O=C(Cc1cccc2ccccc12)N/N=C/c1ccc(Sc2nc3ccccc3s2)o1	-7	1410	i	17%	0.39	0.1%	1157	6	1.3	-0.22	22	-0.031	-6	i	11	-0.22	20	7.8
CCCOc1ccc(-c2nc(=S)[nH][nH]2)cc1	-9	872	i	17%	-0.044	-0.9%	.	-5	0.77	0.07	7.4	-0.28	-3	i	3.2	0.1	5.1	.
